High-throughput results (PubChem)
PMI act hi M6P – increases human PMI activity with near-saturating mannose 6-phosphate; P34949; coupled PMI enzyme assay, resazurin fluorescence, 20 min; stronger effect = higher value; 1 = untreated enzyme, 0 = substrate-free blank; activation factor at 20 µM; hit rate 0.34% among 190,000;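 active = activation factor of 2 or more at 20 µM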
Target sequence (P34949 whole entry, looked up): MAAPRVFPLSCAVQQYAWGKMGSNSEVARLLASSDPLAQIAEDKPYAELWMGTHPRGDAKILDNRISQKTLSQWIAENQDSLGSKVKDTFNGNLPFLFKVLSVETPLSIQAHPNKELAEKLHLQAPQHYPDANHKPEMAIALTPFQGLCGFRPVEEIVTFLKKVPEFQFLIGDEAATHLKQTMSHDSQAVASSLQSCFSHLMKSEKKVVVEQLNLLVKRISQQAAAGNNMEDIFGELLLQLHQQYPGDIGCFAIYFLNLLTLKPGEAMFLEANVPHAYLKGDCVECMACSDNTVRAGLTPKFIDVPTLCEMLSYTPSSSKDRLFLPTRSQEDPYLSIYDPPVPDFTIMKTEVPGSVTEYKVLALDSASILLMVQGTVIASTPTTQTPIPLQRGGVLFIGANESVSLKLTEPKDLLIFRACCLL
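Test system: human phosphomannose isomerase with PGI, G6PDH, diaphorase coupling enzymes; amount: 15 ng/mL PMI; incubation: enzyme reaction with compound 20 min at room temperature; technique: resorufin fluorescence (Ex 544/Em 590 nm) from resazurin via diaphorase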
TNAP inh hi DEA – blocks human TNAP under high phosphate acceptor concentration. P05186. purified TNAP, CDP-star luminescence, 1 M DEA. inhibition, % at 20 µM. hit rate 0.03% among 200,000;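 active = over 50% inhibition of tissue-nonspecific alkaline phosphatase at 20 µM in the single-dose screen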;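 note: plate controls were DMSO wells for no effect and EDTA-quenched wells as full inhibition for full effect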
Target sequence (P05186 whole entry, looked up): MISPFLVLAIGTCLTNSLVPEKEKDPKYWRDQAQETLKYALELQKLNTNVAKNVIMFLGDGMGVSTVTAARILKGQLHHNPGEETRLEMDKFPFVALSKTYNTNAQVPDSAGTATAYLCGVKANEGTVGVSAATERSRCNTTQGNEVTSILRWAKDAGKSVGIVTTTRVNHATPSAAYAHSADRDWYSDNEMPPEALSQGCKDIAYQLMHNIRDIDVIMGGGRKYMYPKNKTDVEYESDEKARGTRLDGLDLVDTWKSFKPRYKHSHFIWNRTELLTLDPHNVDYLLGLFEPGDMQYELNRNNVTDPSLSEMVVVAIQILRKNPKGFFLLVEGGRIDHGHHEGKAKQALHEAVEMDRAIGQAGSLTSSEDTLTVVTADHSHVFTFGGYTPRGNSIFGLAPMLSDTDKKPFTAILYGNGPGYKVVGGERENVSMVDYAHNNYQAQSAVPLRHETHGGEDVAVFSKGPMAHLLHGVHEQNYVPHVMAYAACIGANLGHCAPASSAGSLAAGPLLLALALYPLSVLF
Diaph inh CS – inhibits diaphorase or chemically oxidizes, flagging diaphorase assay artifacts; diaphorase resazurin-to-resorufin fluorescence, NADH, 16 min; bacterial (C. kluyveri) enzyme, not human; inhibition, % at 20 µM; hit rate 0.69% among 190,000; AID 1217;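 active = primary screen inhibition at 20 µM above a set limit, cut at about 50% in these data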;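 note: plate controls were DMSO with full reaction for no effect and wells lacking NADH for full effect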
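System: Bacterial diaphorase enzyme (C. kluyveri) | Incubation: 16-min room-temperature incubation before reading | Benchmarks: No-NADH positive control and DMSO neutral control | Measured by: Resorufin fluorescence 544/590 nm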
TNAP act hi DEA – TNAP (human) activation, high acceptor; P05186; purified TNAP, CDP-star luminescence, 1 M DEA, 30 min; stronger effect = higher value; 0 = EDTA background, 1 = DMSO-only activity; activation factor at 20 µM; 200,000 tested, under 10 active; AID 1136;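 active = activation factor at least 2 at 20 µM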
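Measured by: Luminescent substrate turnover signal | Test system: Human TNAP | Input: TNAP 1/800 final | Dosing: 20 µM single point | Schedule: 30 min, room temperature | Controls: EDTA wells as negative control, DMSO wells as positive control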
bIAP act – intestinal alkaline phosphatase (bovine) activation; activation factor at 20 µM; purified bovine IAP, CDP-star luminescence, 30 min; stronger effect = higher value; fold of DMSO-control signal, blank-subtracted; AID 1016; hit rate 0.17% among 200,000;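 active = activation factor of 2 or more at 20 µM, a signal rise over negative controls twice the positive control's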
Lmaj promast – Leishmania major promastigote growth inhibition; hit rate 9% among 200,000; AID 1063; Leishmania major promastigotes, resazurin fluorescence viability; inhibition, % at 10 µM; in the data active = inhibition above about 50%;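 note: promastigotes grown with compound for 44 hours at 28 °C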
TNAP inh no acc – blocks human TNAP activity with no phosphate acceptor present; purified TNAP, CDP-star luminescence, 30 min; AID 1012; hit rate 0.26% among 200,000; inhibition, % at 20 µM;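 active = tissue-nonspecific alkaline phosphatase inhibition above about 50% at 20 µM in the single-dose screen, limit read from the data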;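 note: 0% = DMSO negative control and 100% = EDTA positive control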
bIAP inh – blocks bovine intestinal alkaline phosphatase activity | inhibition, % at 20 µM | purified bovine IAP, CDP-star luminescence, 30 min | 190,000 tested, under 10 active;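 active = over 50% inhibition of intestinal alkaline phosphatase at 20 µM in the single-dose screen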
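Incubation: 30 min reaction at room temperature / Material: purified bovine intestinal alkaline phosphatase (IAP) enzyme / Input: enzyme at 1/65,000,000 dilution / Dosing: 20 µM single dose / Signal: CDP-star luminescence signal / Reagent: CDP-star chemiluminescent phosphatase substrate, 30 µM final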
Diaph act CS – counter-screen for diaphorase-based assays: diaphorase activators and chemical reducers. hit rate 0.005% among 190,000. Diaphorase/resazurin coupled assay, resorufin fluorescence, 16 min; stronger effect = higher value; 1 = vehicle wells, 0 = NADH-free wells. AID 1229. activation factor at 20 µM;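 active = diaphorase activity raised at least twofold by the compound at 20 µM; inactive = activation factor below 2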
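Measured by – red resorufin fluorescence at 544/590 nm excitation/emission · Test system – Clostridium kluyveri diaphorase, purified enzyme · Incubation – reaction time 16 min, room temperature · Buffer or medium – 50 mM HEPES pH 7.4 with 4.542 mM MgCl2, 0.005% Tween 20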
PMI activator – phosphomannose isomerase (human) activation. P34949. purified human PMI, coupled resazurin fluorescence, 20 min; stronger effect = higher value; 1 = vehicle control, 0 substrate-free wells. activation factor at 20 µM. hit rate 0.005% among 190,000. AID 1214;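 active = activation factor of 2 or more at 20 µM, relative to plate controls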
* hit, by the source's call; . = not tested or not shown. A portion of the library; the hit share may differ from the screen's.

molecule,PMI act hi M6P,TNAP inh hi DEA,Diaph inh CS,TNAP act hi DEA,bIAP act,Lmaj promast,TNAP inh no acc,bIAP inh,Diaph act CS,PMI activator
CC(=O)C1C2c3ccccc3O[C@@]1(C)N=c1s/c(=C/c3ccoc3)c(=O)n12 (stereo not given in full),1.3,5,17,1,1,11,-3,5,0.8,1.3
CCOc1ccc(N2C(=O)/C(=C\c3cccs3)C(=O)NC2=S)cc1,2.2*,-3,22,1,0.8,100*,16,24,0.8,1.6
S=P(Nn1cnnc1)(c1ccccc1)c1ccccc1,1,0,-5,1,1.1,-3,-3,-8,1.1,1.1
CCOc1cccc(C2NCc3ccccc3-n3cccc32)c1O (stereo not given),1,-3,0,1,1,19,-2,-3,1,1
Cc1cccc(N2C(=O)/C(=C/N3CCN(C(=O)c4ccco4)CC3)C(=O)NC2=S)c1,0.5,-3,24,1,0.9,-5,-12,7,0.8,0.4
CN1C(=O)N(C)C(=O)C(CCc2ccncc2)(CCc2ccncc2)C1=O,1,-4,12,1,1,-6,-9,-1,0.9,0.9
COc1ccccc1Cn1c(SCC#N)nc2cc(C(=O)N3CCC4(CC3)OCCO4)ccc2c1=O,1,-5,4,1,1.1,18,0,-8,1,1
c1ccc(C2CC3CC4(CCCC4)N2O3)cc1 (stereo not given),0.8,-4,45,1,0.9,2,-9,8,0.5,0.9
ON1C2CCCCC2N(O)C1c1ccccc1 (stereo not given),1.4,-1,10,1,0.9,13,4,10,0.9,1.2
CN1CCC(OC(=O)C2c3ccccc3Oc3ccccc32)CC1,1,0,7,1,1,86*,-3,-1,0.9,1
CC1CCC/C=C/C2CC(O)CC2C(O)/C=C/C(=O)O1 (stereo not given),1,-1,2,1,1,-1,-14,-1,1,1
CN1CCN(C(=O)Cc2nc3ccccc3[nH]2)CC1,1,-6,-1,1.1,1,-7,-4,0,1,1.1
COc1ccc(Cn2c(O)c(C=NCCCn3ccnc3)c(=O)[nH]c2=O)cc1,1,-2,3,1,1.1,-1,4,-12,1,1
Cc1cc(C)nc(N2Cc3ccccc3C2=N)n1,0.9,-2,-13,1,1,50*,1,-4,1.1,1
Cn1cccc1/C=C1\C(=O)NC(=O)N(Cc2ccco2)C1=O,1.3,6,20,0.9,0.9,3,1,14,0.8,1.3
O=C1C2CCCC1C(N1CCCC1)CC2 (stereo not given),1,5,10,0.9,1,0,0,4,0.9,1
CN1C(=O)C(Cc2c[nH]c3ccccc23)C(=O)N(C)C1=O,0.9,0,22,1,1,30,-7,1,0.8,0.9
O=C(CNS(=O)(=O)c1ccc(Br)s1)N1CCC2(CC1)OCCO2,0.9,-2,2,1,1,-3,-9,1,1,1
CCOc1ccc2nc(N3CCC(C(=O)N4CCC5(CC4)OCCO5)CC3)sc2c1,0.9,-5,0,1.1,1.1,3,-5,-7,1,0.9
COc1ccc(CN2CCN(c3ccccc3)CC2)c(C)c1C,1,-7,21,1.1,0.9,8,-12,6,0.8,1
C=CC1CN2CCC1CC2c1[nH]c2ccccc2c1CCO (stereo not given),1,1,6,1,1,0,-3,4,0.9,1.1
COc1ccc(OC)c(C(O)C(C)N)c1 (stereo not given),1,-5,5,1.1,1.2,-4,-12,-18,0.9,1.1
C(#CCN1CCCCC1)COCc1ccccc1,0.9,-5,13,1,1,89*,-8,3,0.9,0.9
Cc1cccc(CS(=O)(=O)Cc2ccc(C(=O)N3CCC4(CC3)OCCO4)o2)c1,1,-2,6,1,1.1,-6,-6,-7,0.9,0.9
COc1cccc(C2CC3C(=O)C=CC2N3Cc2ccccc2)c1 (stereo not given),0.4,-6,35,1.1,0.6,99*,-7,36,0.6,0.8
CCOP(=O)(OCC)C(O)c1cccc([N+](=O)[O-])c1 (stereo not given),1.1,-4,7,1,1,-9,-14,-1,0.9,1.1
O=c1c2cc([N+](=O)[O-])ccc2nc(CN2CCOCC2)n1-c1ccccc1F,1.3,-2,7,1,1.1,5,-9,-6,0.9,1.1
O=[N+]([O-])c1cccc(CN2CCN(Cc3ccc(Br)cc3)CC2)c1,1.1,-4,15,1,1,87*,-9,4,0.8,1.1
COc1ccc(C2N3CC(C)(C)CN23)cc1 (stereo not given),1.2,3,3,1,1,-6,-11,-5,1,1.2
C[N+](C)(C)CCc1ccc(O)cc1,0.9,-2,7,1,0.9,-9,-7,13,0.9,0.9

As entered above.
Cc1cccc(N2C(=O)/C(=C/N3CCN(C(=O)c4ccco4)CC3)C(=O)NC2=S)c1 in bIAP inh reads 7
CN1C(=O)N(C)C(=O)C(CCc2ccncc2)(CCc2ccncc2)C1=O in bIAP inh reads -1

(cont.)
molecule,PMI act hi M6P,TNAP inh hi DEA,Diaph inh CS,TNAP act hi DEA,bIAP act,Lmaj promast,TNAP inh no acc,bIAP inh,Diaph act CS,PMI activator
COc1ccc(/C=N/N=C(/N)N[N+](=O)[O-])c(OC)c1,1,-5,23,1.1,0.8,-2,-9,17,0.8,1
CCOC(=O)c1c(NC(NC(=O)CF)C(Cl)(Cl)Cl)sc2c1CCCC2 (stereo not given),0.9,-5,29,1,1,6,-9,1,0.7,0.9
Cc1cc(C(=O)C[N+]23CCN(CC2)CC3)c(C)n1-c1ccc(Br)cc1,1,-6,2,1.1,1,-4,-21,-2,1,1.1
CP(=O)(Nc1ccccc1)C(Cl)(Cl)Cl (stereo not given),1.1,-3,-7,1,1,-9,-12,1,1.1,1.1
CC1=NN(c2ccccc2)C(=O)C1/C=C1/C(=O)NC(=O)N(c2cc(C)cc(C)c2)C1=O (stereo not given),1.1,15,14,0.8,0.9,-6,14,8,0.9,1.1
CCN(CC)CCNC(=O)c1c(O)c2ccccc2n(Cc2ccccc2)c1=O,0.9,-1,-2,1,1,89*,-3,0,1,1
COc1cc(C(c2c(O)c3ccccc3oc2=O)c2c(C)n(C)n(-c3ccccc3)c2=O)ccc1O (stereo not given),1,2,7,1,1,39,-2,-1,0.9,1.1
N#Cc1cc2c(nc1SCC(=O)Nc1ccc(Cl)cc1)C1CCN2CC1,1,-6,19,1.1,0.9,6,-15,6,0.8,1
O=C(C(Cc1ccccc1)NS(=O)(=O)c1cccc2nsnc12)N1CCC2(CC1)OCCO2 (stereo not given),0.9,2,3,1,0.9,-4,-1,5,1,0.9
CC(=NC(C)c1ccccc1)c1c(O)[nH]c(=O)[nH]c1=O (stereo not given),1.1,0,6,1,0.9,-2,-4,6,0.9,1
Oc1ccc2c3c1OC1C(O)CC[C@@]4(O)[C@@H](C2)N(CC2CCC2)CC[C@]314 (stereo not given in full),1,-4,7,1,1,.,-5,2,0.9,1
CN1C(=O)C(=Cc2ccc(SC3CCCCC3)o2)C(=O)N(C)C1=O,1.4,4,10,1,1,22,14,-1,0.9,1.2
O=C1CC(=O)N(c2ccc3c(c2)OCO3)C(=O)N1,1.1,-1,5,1,0.9,-9,-13,14,1,1
CCOC(=O)c1c(/N=C/c2c(O)n(-c3cccc(C)c3)c(=O)[nH]c2=O)sc2c1CCCC2,0.8,4,16,1,1.1,-5,-34,-5,0.8,0.7
CC(C)c1ccc(OCC(=O)N2CCN(C)CC2)c(Br)c1,1,-2,-2,1,1.1,38,-5,-8,1,1
CN1CCN(CC(=O)Nc2ccc(Cl)cc2C(=O)c2ccccc2)CC1,1,-1,4,1,1,-2,-8,4,1,1
Cc1ccc(C(C)C)c(OCC#CCN2CCCC2)c1,1,-3,5,1,1.1,25,-9,-5,0.9,1
CCOC(=O)C1=C(N)Oc2cc(C)oc(=O)c2C12C(=O)N1c3c(cc(OC)cc32)C(C)=CC1(C)C (stereo not given),1.1,1,19,1,1,-1,0,-1,0.8,1
CCN(c1ccc(C(O)(C(=O)OC)C(F)(F)F)cc1)S(=O)(=O)c1ccccc1 (stereo not given),0.9,0,16,1,1,99*,-5,-2,0.8,0.9
Cc1cccc(C2=NCC(=O)N(CC(=O)NCc3ccco3)c3sc4c(c32)CCCC4)c1,1,-5,25,1.1,1.2,18,-12,-18,0.7,0.9
COc1ccc(N2C(=O)/C(=C/c3cc(C)n(-c4ccc(C)cn4)c3C)C(=O)NC2=S)c(OC)c1,1.4,1,25,1,0.9,31,17,8,0.8,1.6
COc1ccc(C(=O)C2CN(C)CC2c2ccc(Cl)cc2)cc1 (stereo not given),1,-8,10,1.1,1,7,-8,4,0.9,1
O=C(CN1CCN(Cc2cccc(Cl)c2)C1=O)N1CCC2(CC1)OCCO2,1.1,-3,1,1,1,-1,-10,0,1,1
O=C1CCN(C(=O)C(Cl)Cl)N1,1,0,11,1,1.1,-7,2,-7,0.9,1.1
Cc1cccc(-n2c(O)c(C=NCCCN3CCOCC3)c(=O)[nH]c2=O)c1C,1.1,-1,7,1,0.9,-7,-10,6,0.9,1
O=C(N/N=C/c1c(O)n(CCc2ccccc2)c(=O)[nH]c1=O)c1ccncc1,1.3,-6,28,1.1,0.9,-5,33,14,0.7,1.1
Cc1cc(Cl)ccc1C(=O)C1CCCN(Cc2ccon2)C1 (stereo not given),1,-10,18,1.1,0.8,48,-10,16,0.8,0.9
NCC1(CC(=O)O)CCCCC1,0.9,2,11,1,0.9,-7,-2,8,0.9,0.9
CCC(=O)N1c2ccc(S(=O)(=O)CCC(=O)N3CCC4(CC3)OCCO4)cc2CC1C (stereo not given),1.1,-7,8,1.1,1,-4,-14,-4,0.9,1
C[C@H]1CCCC(=O)CCC/C=C/c2cc(O)cc(O)c2C(=O)O1,0.9,-4,16,1,1.1,24,-4,-7,0.8,0.8

Complete entries, looked up by structure. Values in the order: PMI act hi M6P | TNAP inh hi DEA | Diaph inh CS | TNAP act hi DEA | bIAP act | Lmaj promast | TNAP inh no acc | bIAP inh | Diaph act CS | PMI activator
C[C@H]1CCCC(=O)CCC/C=C/c2cc(O)cc(O)c2C(=O)O1 across the screens: 0.9 | -4 | 16 | 1 | 1.1 | 24 | -4 | -7 | 0.8 | 0.8
N#Cc1cc2c(nc1SCC(=O)Nc1ccc(Cl)cc1)C1CCN2CC1 across the screens: 1 | -6 | 19 | 1.1 | 0.9 | 6 | -15 | 6 | 0.8 | 1
Cc1cc(Cl)ccc1C(=O)C1CCCN(Cc2ccon2)C1 (stereo not given) across the screens: 1 | -10 | 18 | 1.1 | 0.8 | 48 | -10 | 16 | 0.8 | 0.9
Cc1cccc(-n2c(O)c(C=NCCCN3CCOCC3)c(=O)[nH]c2=O)c1C across the screens: 1.1 | -1 | 7 | 1 | 0.9 | -7 | -10 | 6 | 0.9 | 1
